Screening data as filed in PubChem.
proKLK7 act – activates the human kallikrein-7 zymogen; activation, % at 7 µM; P49862; purified proKLK7, EDANS-DABCYL substrate fluorescence; 100% is mature enzyme control, 0% vehicle; AID 652039; 370,000 compounds, 0.9% hits;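 active = activation above the mean of all tested compounds plus 3 SD, computed per campaign excluding outliers beyond control limits, cut at about 13% in these data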
Target sequence (P49862 whole entry, looked up): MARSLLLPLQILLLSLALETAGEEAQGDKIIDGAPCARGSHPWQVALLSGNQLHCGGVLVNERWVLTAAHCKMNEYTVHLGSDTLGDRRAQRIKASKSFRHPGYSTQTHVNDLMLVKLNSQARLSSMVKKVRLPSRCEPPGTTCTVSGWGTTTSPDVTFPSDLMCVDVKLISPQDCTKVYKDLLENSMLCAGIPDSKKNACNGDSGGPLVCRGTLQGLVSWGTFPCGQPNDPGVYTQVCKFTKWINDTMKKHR
LEDGF integ inh – blocks HIV-1 LEDGF/p75-dependent DNA integration; TR-FRET IN-LEDGF/p75 DNA integration, Eu/Cy5; inhibition, % at 3.7 µM; 370,000 compounds, 0.64% hits;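 active = inhibition above the screen-wide mean plus 3 SD, cut at about 13% in these data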;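 note: signal is the Cy5 over europium emission ratio at 671 and 618 nm; 0% = plate median of compound wells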
Tn6 DDE FP – disrupts Tn6 cyclic peptide binding to fibrin D-Dimer-E complex; Fibrin DD(E) TRITC-Tn6 fluorescence polarization displacement; inhibition, % at 8.3 µM; P02675; 370,000 compounds, 0.21% hits;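 active = inhibition above a per-campaign cutoff: mean of compounds within control limits plus 3 SD, cut at about 15% in these data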;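 note: 0% = median of all compound wells on the plate and 100% = blocking peptide control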
ADAM17 inh – inhibits human ADAM17 | recombinant ADAM17, EDANS/DABCYL FRET peptide cleavage | inhibition, % at 6.95 µM | 370,000 compounds, 0.83% hits | AID 720648;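 active = inhibition above the mean of compounds lying between control limits plus 3 SD, set per campaign, cut at about 8.5% in these data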;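 note: 0% = DMSO-only wells as the low control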
Target sequence (P78536 215-824 limits assumed): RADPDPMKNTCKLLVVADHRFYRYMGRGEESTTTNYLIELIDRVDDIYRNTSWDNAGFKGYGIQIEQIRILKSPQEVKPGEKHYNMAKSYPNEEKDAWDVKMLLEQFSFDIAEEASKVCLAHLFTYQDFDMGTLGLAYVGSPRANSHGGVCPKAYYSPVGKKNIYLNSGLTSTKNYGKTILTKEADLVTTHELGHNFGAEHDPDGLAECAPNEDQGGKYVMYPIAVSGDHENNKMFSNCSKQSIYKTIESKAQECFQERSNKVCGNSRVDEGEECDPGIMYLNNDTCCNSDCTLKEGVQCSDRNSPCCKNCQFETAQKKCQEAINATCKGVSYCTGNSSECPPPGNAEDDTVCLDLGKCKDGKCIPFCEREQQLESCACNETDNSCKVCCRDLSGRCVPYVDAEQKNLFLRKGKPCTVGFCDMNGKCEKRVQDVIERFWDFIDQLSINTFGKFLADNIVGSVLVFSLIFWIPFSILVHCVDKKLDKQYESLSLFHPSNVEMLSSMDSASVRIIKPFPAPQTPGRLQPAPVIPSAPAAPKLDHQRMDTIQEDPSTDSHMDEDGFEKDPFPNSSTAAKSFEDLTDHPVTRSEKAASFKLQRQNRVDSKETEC
ASAP1 inh – blocks human ASAP1-stimulated Arf1 GTP hydrolysis; AID 624377; inhibition, % at 16.5 µM; Q9ULH1; 360,000 compounds, 0.19% hits; GDP FP detection; in the data active = inhibition above about 25%;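 note: 0% = vehicle with enzyme and substrate and 100% = no enzyme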
ADAM10 inh – inhibits human ADAM10 | inhibition, % at 7 µM | 370,000 compounds, 0.62% hits | recombinant ADAM10, EDANS/DABCYL FRET peptide cleavage, 3 h | O14672;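 active = inhibition above a per-campaign cutoff equal to the mean of compounds falling between control-based bounds plus 3 SD, cut at about 20% in these data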;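 note: 0% = DMSO wells while the 100% control is not disclosed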
DDE Tn7 FP inh – disrupts Tn7 cyclic peptide binding to fibrin D-Dimer-E complex; P02675; FP displacement of FITC-Tn7 peptide from fibrin DD(E); 0% = median of compound wells per plate; inhibition, % at 8.3 µM; 370,000 compounds, 0.13% hits;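 active = inhibition above the mean of compounds falling within the control limits plus 3 SD of them, cut at about 14% in these data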;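 note: 0% = plate median of compound wells and 100% = 10 µM Aha-Tn7 peptide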
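System: human fibrin DD(E); quantity: Fibrin-DD(E) at 2 µM final; also added: fluorescent Tn7 probe at 0.1 µM; compound dosing: single nominal test concentration of 8.3 µM per compound; schedule: 10 min preincubation, 3 h with tracer, room temperature; detection: fluorescence polarization of the labelled Tn7 tracer; repeats: one replicate per compound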
TDP2 inh – TDP2 (human) inhibition, absorbance primary screen; O95551; recombinant TDP2, T5PNP hydrolysis, p-nitrophenol absorbance 415 nm; inhibition, % at 12.8 µM; 370,000 compounds, 0.34% hits;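 active = inhibition above the mean of all tested compounds plus 3 SD, set per campaign, cut at about 25% in these data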;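 note: 0% = DMSO with enzyme and 100% = buffer with substrate but no TDP2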
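Material: recombinant human TDP2; quantity: TDP2 enzyme at 120 nM final; medium: Tris-HCl pH 7.5 with MgCl2; compound: single concentration, 12.8 µM nominal, with 1% DMSO; incubation: 2 h enzyme incubation at 37 °C; signal: epi absorbance; measure: percent inhibition; benchmarks: high control without enzyme, low control DMSO plus TDP2; repeats: singlicate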
PLCg1 inh – PLC-gamma1 (human) inhibition, primary screen | P19174 | purified PLC-gamma1, fluorogenic substrate, fluorescence | inhibition, % at 12.2 µM | 370,000 compounds, 0.84% hits; in the data active = inhibition above about 9.5%
ARFGAP1 inh – inhibits rat ARF GTPase activating protein 1; 360,000 compounds, 0.26% hits; inhibition, % at 16.5 µM; AID 651572; Arfgap1-stimulated ARF1 GTP hydrolysis, GDP FP detection;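 active = inhibition above a per-plate limit, mean inhibition of low control wells plus 3 SD, cut at about 25% in these data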;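 note: 0% = DMSO wells with enzyme and 100% = wells lacking Arfgap1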
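Material: rat Arfgap1 catalytic domain, aa 1-136; also added: human ARF1(Δ1-17)-GTP substrate; compound dosing: one concentration, 16.5 µM, DMSO 1.26%; incubation: GTP hydrolysis reaction 2 h at 25 °C; measured by: Tracer-displacement fluorescence polarization with EDTA stop, 620/688 nm; evaluation: % inhibition from polarization; repeats: one replicate per compound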
* hit, by the source's call; i = inactive; · = not tested or not shown.

SMILES	proKLK7 act	LEDGF integ inh	Tn6 DDE FP	ADAM17 inh	ASAP1 inh	ADAM10 inh	DDE Tn7 FP inh	TDP2 inh	PLCg1 inh	ARFGAP1 inh
COc1ccc(C(=O)NC2CCCCCC2)cc1S(=O)(=O)Nc1ccc(Br)cc1	1.2	1	1	-2	3	0	-4	12	2	3
COc1ccccc1NC(=O)COc1ccc2c(c1)OCO2	-1.1	0	-6	-2	-4	-2	0	-2	-1	8
Cc1ccc(NS(=O)(=O)c2ccc3c(c2)NC(=O)CO3)cc1	-0.5	-6	4	0	1	7	3	-12	0	15
COC(=O)C1CN(Cc2ccc(F)cc2)CCS(=O)(=O)N1Cc1cn(Cc2ccc(C)cc2)nn1 (stereo not drawn)	0.3	-1	-1	0	·	-1	1	-2	2	·
NC(c1ccc(F)c(F)c1)c1nc(-c2ccc3ccccc3c2)cs1 (stereo not drawn)	0.1	2	0	2	16	1	8	11	0	-16
COc1cc(C(=O)NCCOc2cccc(C)c2)c(Br)c(OC)c1OC	-0.5	-1	-3	-2	2	3	5	-6	-1	1
CCN(CC)c1ccc(-n2c(C)c(C(C)=O)c(C(C)=O)c2C)cc1	-0.7	-3	-5	1	8	8	-5	-1	-4	-1
COc1ccc(-c2csc(C3=C(O)CN(CCCN4CCCC4=O)C3=N)n2)cc1OC	0.4	-6	-4	-4	1	-11	-5	-7	-1	4
C=CCNC(=S)N(CC)c1cccc2ccccc12	-0.4	-11	-1	-2	-6	-3	1	-2	1	-2
O=C(COC(=O)c1ccc(Br)o1)NC1CCCc2ccccc21 (stereo not drawn)	0.4	0	0	-2	-5	-5	1	5	-2	-14
O=C1CCCC(=O)N1c1ccc(N2CCN(c3ccccc3)CC2)c([N+](=O)[O-])c1	0.0	2	-5	-1	-2	3	0	3	-1	4
CCCOc1ccc(F)cc1-c1cc(C(=O)Nc2ccc(C(C)C)cc2)[nH]n1	0.2	3	-1	4	-16	2	11	-5	1	-7

Brought forward from above: 7 compounds, followed by the next part.
SMILES	proKLK7 act	LEDGF integ inh	Tn6 DDE FP	ADAM17 inh	ASAP1 inh	ADAM10 inh	DDE Tn7 FP inh	TDP2 inh	PLCg1 inh	ARFGAP1 inh
COc1cc(C(=O)NCCOc2cccc(C)c2)c(Br)c(OC)c1OC	-0.5	-1	-3	-2	2	3	5	-6	-1	1
CCN(CC)c1ccc(-n2c(C)c(C(C)=O)c(C(C)=O)c2C)cc1	-0.7	-3	-5	1	8	8	-5	-1	-4	-1
COc1ccc(-c2csc(C3=C(O)CN(CCCN4CCCC4=O)C3=N)n2)cc1OC	0.4	-6	-4	-4	1	-11	-5	-7	-1	4
C=CCNC(=S)N(CC)c1cccc2ccccc12	-0.4	-11	-1	-2	-6	-3	1	-2	1	-2
O=C(COC(=O)c1ccc(Br)o1)NC1CCCc2ccccc21 (stereo not drawn)	0.4	0	0	-2	-5	-5	1	5	-2	-14
O=C1CCCC(=O)N1c1ccc(N2CCN(c3ccccc3)CC2)c([N+](=O)[O-])c1	0.0	2	-5	-1	-2	3	0	3	-1	4
CCCOc1ccc(F)cc1-c1cc(C(=O)Nc2ccc(C(C)C)cc2)[nH]n1	0.2	3	-1	4	-16	2	11	-5	1	-7
COc1cc(C(=O)Nc2nnc(S(=O)(=O)N3CCCCCC3)s2)cc(OC)c1OC	0.0	4	-6	5	-19	1	9	3	-69	3
COc1cccc(C2Nc3cc(Cl)c(S(N)(=O)=O)cc3S(=O)(=O)N2)c1 (stereo not drawn)	0.4	-1	0	-2	-2	3	-1	5	2	3
Clc1ccc(Cn2nnc(-c3ccccc3)n2)cc1	0.2	-1	-3	4	8	8	-12	-9	9	-4
N#Cc1c(-c2ccccc2)ccn(Cc2ccccc2Cl)c1=O	0.0	-3	6	-21	-12	-68	-3	-3	-31	-4
Nc1ccc2c(c1)[nH]c(=O)c1cc(N)ccc12	99*	-4	-6	-238	-1	i	-5	1	i	18
COc1ccc(OC)c(S(=O)(=O)NCC(c2ccc(F)cc2)N2CCN(C)CC2)c1 (stereo not drawn)	0.3	-6	3	-2	-10	-14	4	5	3	3
COc1cc(SC)ccc1C(=O)Nc1ccc(Cl)cn1	-1.0	0	-2	-9	6	-12	-2	-13	-1	12
C=CCn1c(N2CCN(c3ccc(OC)cc3)CC2)nc2c1c(=O)n(C)c(=O)n2C	0.2	1	-2	-2	6	0	9	-4	4	3
Brc1ccc(-c2nnc(SCCC3OCCCO3)o2)cc1	-0.1	4	-2	-1	-3	1	3	9	-2	3
O=C(N/N=C/c1ccccc1C(=O)O)c1ccncc1	-0.3	-7	1	-2	-9	-3	3	12	-2	-3
CCOc1ccc(C(=O)NCC2CCCO2)cc1 (stereo not drawn)	-0.1	-1	-4	-4	4	-1	1	4	0	18
O=C1CC=Nc2ccc([N+](=O)[O-])cc21	-0.6	0	8	-3	7	-13	6	4	2	-2

Retrieved by structure from above:
SMILES	proKLK7 act	LEDGF integ inh	Tn6 DDE FP	ADAM17 inh	ASAP1 inh	ADAM10 inh	DDE Tn7 FP inh	TDP2 inh	PLCg1 inh	ARFGAP1 inh
O=C1CC=Nc2ccc([N+](=O)[O-])cc21	-0.6	0	8	-3	7	-13	6	4	2	-2
N#Cc1c(-c2ccccc2)ccn(Cc2ccccc2Cl)c1=O	0.0	-3	6	-21	-12	-68	-3	-3	-31	-4

Following part:
SMILES	proKLK7 act	LEDGF integ inh	Tn6 DDE FP	ADAM17 inh	ASAP1 inh	ADAM10 inh	DDE Tn7 FP inh	TDP2 inh	PLCg1 inh	ARFGAP1 inh
CCOC(=O)c1csc(-n2nc(C)cc2C(F)(F)F)n1	-0.2	5	7	0	-6	9	2	-6	7	-5
O=C(O)c1ccccc1CSc1nnc2c(n1)[nH]c1ccccc12	-0.3	4	-1	-1	5	0	-8	1	2	-1
Cc1cccc(OC(C)C(=O)NCc2ccc(S(N)(=O)=O)cc2)c1 (stereo not drawn)	-0.2	2	4	1	-12	11	4	1	2	-1
Cc1cc(NC(=O)c2ccc(COc3ccccc3Cl)o2)no1	-0.1	1	-5	0	0	10	-1	10	-1	17
CCOc1ccc(C(CC(=O)O)NS(=O)(=O)c2ccc(C)cc2)cc1OC (stereo not drawn)	-0.5	2	-1	-2	17	4	0	9	2	11
CC(C)(C)c1ccc(C(=O)NC(=O)COC(=O)c2ccco2)cc1	-0.2	0	-1	0	-13	-11	4	7	2	0
CC(=O)Nc1ccc(Oc2cc(C#N)c(C#N)cc2N2CCCCCC2)cc1	-5.9	-1	-6	1	10	10	2	6	-122	9
CC(=O)c1cc2c(cc1NS(=O)(=O)c1ccc3c(c1)OCCO3)OCO2	0.3	-2	0	1	0	3	5	3	-9	2
Cc1c2c(n3c(nc4ccccc43)c1C#N)N(CCN1CCOCC1)CC2	9.1	-5	-1	-231	3	i	-5	4	-217	4
O=C(CSc1nnnn1-c1cccc2ccccc12)Nc1ccc(N2CCOCC2)c(Cl)c1	1.0	-2	-4	-2	5	11	2	6	0	12
CC(C)(C)OC(=O)C[C@@H]1C/C=C\C[C@@H](CC(=O)N(CCO)Cc2ccccc2)C(=O)N[C@H](C(C)(C)C)COC1=O	0.1	2	9	-5	14	-6	0	-7	2	-6
O=S(=O)(c1cccc2cccnc12)N1CCN(Cc2ccccc2)CC1	-0.1	5	-4	2	5	3	-4	-4	4	3
O=S(=O)(c1cccc2cccnc12)n1cnc2ccccc21	0.0	3	3	-2	-4	-3	3	-7	-3	-1
